# Assay outcomes: PubChem, several laboratories
# FAS-TE inh: FAS thioesterase (human) inhibition; P49327; inhibition, % at 15 µM; hit rate 0.67% among 360,000; recombinant FAS-TE, OMFH fluorogenic substrate, fluorescence endpoint;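 active means compounds whose normalised, plate-corrected inhibition of enzyme fluorescence in the single-dose primary screen is 50% or more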;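 further: 0% = DMSO with enzyme and 100% = substrate without enzyme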
# eLon inh: inhibitors of E. coli Lon protease; P0A9M0; hit rate 0.42% among 360,000; purified E. coli Lon protease, fluorescence polarization; inhibition, % at 7.94 µM; in the data active means inhibition above about 13%, passing the limit was not always enough;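 further: 0% = enzyme with probe and DMSO and 100% = no enzyme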
# MsrA inhibitor: bovine MsrA inhibition | purified bovine MsrA, absorbance read-out | inhibition, % at 15.5 µM | hit rate 0.75% among 360,000; in the data active means inhibition above about 4.5%;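 further: 0% = vehicle wells with enzyme and 100% = reference inhibitor wells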
# CendR NRP1 mod: alters CendR peptide binding to human NRP-1; O14786; FAM-RPARPAR peptide binding to NRP-1, fluorescence polarization; inhibition, % at 25 µM; hit rate 0.85% among 360,000;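 active means inhibition or corrected inhibition above about 18%, plus a signal ratio from 0.5 to 1.5, limit read from the data, passing the limit was not always enough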; further: strong numbers were not always called active
# Rin1-Abl PPI inh: human Rin1-Abl interaction inhibition. P00519+Q13671. inhibition, % at 7.35 µM. hit rate 0.4% among 360,000. AID 588664. TR-FRET Rin1/Abl binding, biochemical; in the data active means inhibition above about 5%, passing the limit was not always enough
# SKN-1 inh: blocks SKN-1 activity in C. elegans. inhibition, % at 21.8 µM. C. elegans VP596 Pgst-4::GFP/RFP ratio, acrylamide-induced, 24 h. hit rate 0.49% among 360,000;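 active means interference check ratio from 0.5 to 1.5 plus GFP to RFP signal ratio inhibition reaching or exceeding a fixed threshold, cut at about 30% in these data, passing the limit was not always enough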; further: some compounds called inactive have numbers as strong as hits
# Neddylation inh: blocks human cullin neddylation; P61081+Q13564; TR-FRET cullin neddylation, biochemical; calls only at 25 µM; hit rate 0.58% among 360,000; AID 651699; in the data active means inhibition above about 36%
# MT1-MMP act inh: MT1-MMP (human) activation inhibition; GFP/RFP ratio change, % at 20 µM; hit rate 0.061% among 360,000; HT1080 RFP-PRO-GFP cells, GFP/RFP ratio fluorescence, overnight; percent of plate control window, DMSO zero; AID 651647;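 active means GFP/RFP ratio change of at least 30% with cell ATP level not reduced by more than half and red fluorescence within 50% of control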; further: strong numbers were not always called active
#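 Test system: HT1080 RFP-PRO-GFP cells; Benchmarks: DMSO and RFP-L50D-GFP cell wells; Timing: cells overnight before dosing, compound overnight, 37 °C, 5% CO2; Compound: one 20 µM compound dose with 1% DMSO; Read-out: GFP/RFP fluorescence ratio.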
# bovine MsrA act: activates bovine MsrA enzyme; hit rate 0.3% among 360,000; purified bovine MsrA, absorbance read-out; activation, % at 10.6 µM; AID 602163; in the data active means activation above about 7.5%;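 further: 0% = vehicle and 100% = reference activator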
# Active calls of the source: *; i = inactive; x = not tested or not shown; & = joins results of further samples.
Compound	FAS-TE inh	eLon inh	MsrA inhibitor	CendR NRP1 mod	Rin1-Abl PPI inh	SKN-1 inh	Neddylation inh	MT1-MMP act inh	bovine MsrA act
CC(Sc1ccc(Cl)cc1)C(=O)NNC(=O)c1csc(N2CCOCC2)n1 (configuration not stated)	3	-1	-0.7	-4	4	5	i	1	-4
CCOC(=O)N(NC(=O)C(O)(CC(C)C)CC(C)C)c1ccccc1	-3	2	1.0	2	0	-9	i	1	-10
COCc1cc(C)c2c(N)c(C#N)sc2n1	-5	0	-0.1	9	-3	-16	x	0	-7
O=C(Cn1ncc2c3ccccc3n(Cc3ccccc3F)c2c1=O)NCCCN1CCCC1=O	-2	0	1.3	-5	2	17	i	3	-5
CCCc1cc(=O)[nH]c(SCC(=O)c2[nH]c(C)c(C(=O)OCC)c2C)n1	-4	-15	0.0	6	-1	8	i	x	-12
O=C(NCc1ccc(N2CCCC2=O)cc1)Nc1cccc2ccccc12	-3	-14	-0.9	-22	-1	-14	i	5	-4
O=C(Nc1ccccn1)C1CCN(c2ncnc3c2nc2n3CCCCC2)CC1	-4	6	0.2	-6	4	-21	i	0	-16
O=C(Cc1ccccc1)Nc1cccc(NC(=O)c2ccccc2)c1	0	7	-0.4	-3	6	17	i	2	-5
Cc1ccc2c(=O)n3c(nc2c1)C(Cc1ccc(O)cc1)NC(=O)c1cc2ccccc2cc1-3 (configuration not stated)	12	-10	-0.4	-4	2	7	i	-12	-2
O=C1C=CN2CCCC2CC1 (configuration not stated)	-9	4	0.5	-1	5	0	i	-3	0
O=C(CSc1nnc(CNc2ccc(F)cc2)o1)N1CCN(C(=O)c2ccco2)CC1	-6	-8	-0.8	9	4	-5	i	2	-2
COc1cc(NC(=O)COc2cccc(C)c2C)ccc1NC(=O)c1ccco1	14	-1	0.8	-8	4	-7	x	1	-3
COCCn1c(C)cc(/C=C2/NC(=O)N(c3ccc(Cl)cc3)C2=O)c1C	-10	-17	-0.3	5	0	3	i	1	-4
Cc1ccc(NC(=O)c2ccc3c(c2)CCN3S(C)(=O)=O)cc1	-5	-8	-0.1	2	-1	-5	i	4	0
CCCCNC(=O)C1CCN(Cc2ccccn2)CC1	-5	1	1.5	2	-3	14	i	0	-2
CC(=O)Nc1cccc2c1C(=O)N(c1ccccc1C)C2=O	1	5	2.3	9	-1	11	i	-6	-3
CCn1c(SCC(=O)NC(C)C)nnc1-c1cccs1	-9	1	1.2	11	-2	-20	i	6	-1
CC(C)CCn1c(Oc2ccc(Cl)cc2)nc2c1c(=O)n(C)c(=O)n2C	17	2	0.1	26*	-1	-15	i	1	-7
CCCCCCN1C[C@@H](n2cc(-c3ccc(F)cc3)nn2)[C@H](O)C[C@@H]1c1ccccc1	9	-3	-1.2	0	-4	9	i	-2	-2
CCN1CCN(C/C(C)=C/c2ccccc2)CC1	-3	-7	-0.1	1	-3	7	i	1	-4
COC(=O)c1ccccc1NC(=O)N1CSC[C@H]1C(=O)OC	-2	-1	-0.4	10	-5	-5	i	-1	-1
C#CCNC(=O)C[C@@H]1C[C@@]2(C(=O)OCC)CCCC=C2N(Cc2cccc3ccccc23)C1=O	3	0	0.3	-16	x	26	i	1	-1
O=C(NCC1CCCO1)C1CC1(c1ccccc1)c1ccccc1 (configuration not stated)	-6	-4	0.7	13	-6	14	i	-8	-2
CCS(=O)(=O)N1CCN(c2ccnc3cc(Cl)ccc23)CC1	2	0	1.4	-8	-7	20	i	0	-2
O=C(NCC(c1ccco1)N1CCCCC1)c1cccc(S(=O)(=O)Nc2ccccc2Cl)c1 (configuration not stated)	0	3	1.8	-18	1	-1	i	5	-9
O=C(O)c1cc(=O)n(Cc2ccccc2)c(=O)[nH]1	-10	-5	0.3	7	3	0	i	-2	-1
COc1cc(-c2nc(Cc3c(F)cccc3Cl)no2)cc(OC)c1OC	-4	2	0.1	8	-5	7	i	-2	-7
CCOC(=O)c1cc(C(=O)NNC(=O)c2cccc([N+](=O)[O-])c2)c(C)nc1C	-1	-5	1.8	-9	3	-8	i	9	-2
Cc1cccnc1NC(=O)c1ccc2c(c1)OCCO2	-3	-4	-0.1	14	2	0	i	-2	-5
O=C1CN(C(=O)/C=C/c2cccc(Cl)c2)c2ccccc2N1	2	-3	0.0	-4	-2	-2	i	0	-11
O=C(Nc1ccc2ccccc2c1)/C(=C/c1cccc(Br)c1)NC(=O)c1ccco1	52*	-10	2.7	10	0	-5	i	-4	-2
O=C(/C=C/c1cccc([N+](=O)[O-])c1)NCc1ccccc1	44	-4	0.1	12	4	4	i	1	-5
Cc1cc(C)cc(NC(=O)CN(c2ccc(F)cc2)S(C)(=O)=O)c1	0	-6	1.0	1	6	10	i	-2	-8
C/[N+]([O-])=C1\Cc2ccccc2C1=O	-10	-11	2.3	-1	-5	22	i	2	-3
O=C(NCc1cccnc1)c1ccc(NC(=O)c2ccco2)cc1	-7	-4	0.9	8	1	12	i	-2	1
O=C(Cc1ccccc1)NC1CCS(=O)(=O)C1 (configuration not stated)	-1	2	-0.4	4	1	-7	i	2	-1
COc1cc(C(=O)N[C@H](C(=O)NC2CCCCCC2)C(C)C)cc(OC)c1OC	-6	-12	-0.2	16	0	-7	i	-6	-2
O=C(NCc1ccco1)c1ccc(Cl)nc1	-6	3	1.3	-3	-1	-11	i	0	-8
COc1ccc(CN(C)C(=O)Cn2ccsc2=N)cc1OC	-1	6	0.1	-8	-2	16	i	-2	-3
c1ccc(-c2csc(Nc3ccccn3)n2)cc1	26	8	0.5	1	1	67*	i	1	-4
COc1ccc(OC)c(/C=C/C(=O)OCC(=O)NCc2ccccc2)c1	0	-8	-0.4	32*	-4	-13	x	-2	1
COc1ccc(C(=O)O)cc1S(=O)(=O)Nc1ccc(C)cc1	-4	-3	-0.6	-1	-4	3	i	1	-2
CC(C)(C)c1cc(N2CCOCC2)n2ncc(-c3ccccc3)c2n1	20	-7	0.3	3	-1	-5	x	-2	0
O=C(c1ccccc1)N1N=C(c2ccco2)CC1c1cccs1 (configuration not stated)	3	6	1.8	4	5	10	i	-2	-3
CN1CCN(NC(=O)c2cc(Br)ccc2Cl)CC1	-6	-6	1.1	8	8	-2	i	0	-5
CC(C(=O)N1CCOCCOCCOCCOCCOCC1)N1C(=O)c2ccccc2C1=O (configuration not stated)	-2	4	-0.5	2	8	3	i	3	-13
CCOc1ccc(CNC(=O)C2CCN(S(=O)(=O)N3CCC(C)CC3)CC2)cc1OC	-4	-7	-1.3	-10	-2	4	i	0	0
O=C(Cc1ccc([N+](=O)[O-])cc1)c1ccc(O)cc1O	-2	-3	4.5	10	-1	-12	i	-1	-7
CCOc1ccc(NC(=O)CN2C(=O)NC(CCc3ccccc3)C2=O)cc1OCC (configuration not stated)	-10	-2	0.1	-6	4	1	i	3	-2
COc1ccc([C@H]2CC(=O)C=C(c3cccc(C#N)c3)C2)cc1	48	2	0.8	4	2	4	i	4	-1
O=C(N/N=C/c1cc([N+](=O)[O-])cc([N+](=O)[O-])c1O)C(O)(c1ccccc1)c1ccccc1	52*	11	1.4	2	1	-6	i	9	-1
C=CCN(c1ccccc1)S(=O)(=O)c1cccc(C(=O)NCC(c2cccs2)N2CCOCC2)c1 (configuration not stated)	0	0	-0.4	4	2	1	i	-1	-3
CN(C)S(=O)(=O)c1cccc(NC(=S)NC2CCCCC2)c1	7	-3	-0.2	12	1	3	i	2	-2
COc1cc(CNCCN(C)C)c(Br)cc1OCC(=O)NCc1ccccc1	-13	1	0.8	-4	0	0	i	2	-8
O=C(Nc1cccc(S(=O)(=O)N2CCCCC2)c1)c1cc(=O)[nH]c2ccccc12	4	4	1.6	12	-1	8	i	4	-2
Cc1ccccc1C(=O)NCC(=O)OC(C)C(=O)NC(C)CCc1ccccc1 (configuration not stated)	-1	-3	0.0	6	-2	11	i	-1	-5
O=C(COC(=O)c1cccc(S(=O)(=O)N2CCOCC2)c1)Nc1ncc(C(F)(F)F)cc1Cl	0	-5	-0.2	-15	2	42*	i	0	-1
CCN(CC)C(=O)[C@H]1CC(CC(=O)NCc2ccc(OC)c(OC)c2)C(=O)N2CCc3c([nH]c4ccccc34)[C@]12C (some centres not stated)	-6	-7	0.5	-6	-1	15	i	1	-4
Cc1csc(=Nc2ccc(S(=O)(=O)N3CCOCC3)cc2)n1Cc1ccco1	27&19	-11&-2	1.3&1.1	-26&11	2&1	2&9	i	-2&-1	0&-1
Cc1c(NC(=O)c2ccccc2)cccc1[N+](=O)[O-]	-4	-10	0.8	-8	0	-7	i	4	-6

# Laid out differently: 3 of the compounds above.
structure: CN1CCN(NC(=O)c2cc(Br)ccc2Cl)CC1
- FAS-TE inh = -6
- eLon inh = -6
- MsrA inhibitor = 1.1
- CendR NRP1 mod = 8
- Rin1-Abl PPI inh = 8
- SKN-1 inh = -2
- Neddylation inh = i
- MT1-MMP act inh = 0
- bovine MsrA act = -5
structure: CC(C(=O)N1CCOCCOCCOCCOCCOCC1)N1C(=O)c2ccccc2C1=O (configuration not stated)
- FAS-TE inh = -2
- eLon inh = 4
- MsrA inhibitor = -0.5
- CendR NRP1 mod = 2
- Rin1-Abl PPI inh = 8
- SKN-1 inh = 3
- Neddylation inh = i
- MT1-MMP act inh = 3
- bovine MsrA act = -13
structure: CCOc1ccc(CNC(=O)C2CCN(S(=O)(=O)N3CCC(C)CC3)CC2)cc1OC
- FAS-TE inh = -4
- eLon inh = -7
- MsrA inhibitor = -1.3
- CendR NRP1 mod = -10
- Rin1-Abl PPI inh = -2
- SKN-1 inh = 4
- Neddylation inh = i
- MT1-MMP act inh = 0
- bovine MsrA act = 0

# Further results
Compound	FAS-TE inh	eLon inh	MsrA inhibitor	CendR NRP1 mod	Rin1-Abl PPI inh	SKN-1 inh	Neddylation inh	MT1-MMP act inh	bovine MsrA act
COc1ccc(CCC(=O)OCc2csc(CC(=O)Nc3ccccc3C)n2)cc1	-8	-11	-0.3	22	-2	-10	i	-4	-4
Cn1c(SCC(=O)Nc2ccc3cn[nH]c3c2)nnc1-c1cccs1	-2	-7	0.0	-3	-3	-14	i	-5	2
CC[N+](C)(CC)CC(O)COCC1COc2ccccc2O1 (configuration not stated)	-13	0	0.0	-9	-4	3	i	-2	-3
CCN(CC)S(=O)(=O)c1ccc2c(c1)N(CC(=O)N1CCC(C(N)=O)CC1)C(=O)CO2	-10	4	0.3	5	2	-2	i	1	-8
COc1ccc(OC(C)C(=O)NC2CC(C)(C)NC(C)(C)C2)cc1 (configuration not stated)	1	2	-0.1	16	6	-30	i	-1	4
CN(C)c1cccc(C(=O)NCCCn2ccc3ccccc32)c1	5	-1	0.8	9	-2	-7	i	1	-3
COC(=O)CCN1CCC(c2cc(-c3cccc(C(F)(F)F)c3)n[nH]2)CC1	0	-3	0.7	1	-2	-5	i	4	-8
COc1ccccc1N1Cc2ccccc2C1	-6	-7	3.2	-7	6	6	i	-3	-3
O=C(NCc1ccccc1Cl)C1CCCN1C(=O)NC1CCCCC1 (configuration not stated)	-1	-5	-0.1	-4	1	-12	i	3	1
Cc1nc2sc(C(c3cccs3)N3CCN(C(=O)c4ccco4)CC3)c(O)n2n1 (configuration not stated)	-5	-4	1.5	18	-3	34	i	2	-3
CSc1ccc(/C=N/NC(=O)C[n+]2ccccc2)cc1	-4	0	3.4	3	0	-12	i	1	-4
Cc1c(Cl)cccc1N=Cc1ccc([N+](=O)[O-])s1	3	-4	2.1	-22	4	5	i	-2	-2
NC(=O)Nc1ccc(C(=O)OCC(=O)c2c[nH]c3ccccc23)cc1	-5	4	0.8	-2	-3	14	i	-3	-3
CCN(C(=O)CN1CCOCC1)c1c(N)n(Cc2ccccc2)c(=O)[nH]c1=O	-4	-5	-0.1	-6	-4	-5	i	0	-4
CCOC(=O)c1ccc(NC(=O)c2cc(=O)[nH]c3ccccc23)cc1	-1	-6	0.8	8	0	1	i	3	-3
COc1ccccc1NC(=O)CSc1nnc(CC(=O)Nc2cccc(C(F)(F)F)c2)n1C	-1	8	-0.3	-7	-4	-3	i	0	-2
